From PubChem
USP2a inh – blocks human ubiquitin-specific protease USP2a | actives 0.01% (n = 330,000) | Potency, µM (series often up to 38.3 µM), for the others: top-dose activity change, negative = inhibition, actives largely listed as inhibitors | USP2 core, Ub-CHOP2 coupled fluorogenic reporter, 485/531 | AID 463254;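 also: potency is read from the fitted curve at half-maximal effect; plate controls were DMSO wells for no effect and full inhibition by NEM control for full effect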
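USP2 core (10nM final) preincubated 30min RT with compound in 20mM Tris-HCl pH 8.0, 2mM CaCl2, 2mM beta-mercaptoethanol, 0.05% CHAPS; 25nM Ub-CHOP2 plus 25nM reporter substrate added, fluorescence (Ex485/Em531) read after 60min.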
Chronic BCR inh – inhibitors of chronic active B-cell receptor signaling; ABC-DLBCL IkBa-CBG/CBR reporter, luminescence ratio, 4 h; actives 0.05% (n = 340,000); AID 493014; Potency, µM (top dose mostly 46.1 µM), for the others: at the highest dose ratio change, negative = lower green/red ratio, most hits filed as inhibitors; active = well fitted inhibition curve with a large enough effect in the signal ratio, with a control signal flat, not every such curve was filed as active; inconclusive = small, poorly fitted or top-dose-only effect, or effect the other way, or a change in a side signal; the % refers to the signal ratio;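 also: potency is read from the fitted curve at half-maximal effect; plate controls were basal doxycycline-induced cells for no effect and cells given 10 µM MG132 for full effect; MG132 reads +100%, hits lower the ratio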
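Concentration-response series (up to 46 uM) were applied to TMD8 dual-reporter cells for 4 h at 37C with doxycycline. Green/red ratio, after filter-overlap correction, defined %Activity; red signal alone was normalised to basal cells and zero luminescence.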
Mito fusion act – mitochondrial division inhibition or fusion activation | AID 485298 | Potency, µM (doses to about 46.1 µM), without a hit: at the top dose growth rescue (activation), hits mostly activators | S. cerevisiae fusion-defective mutant growth rescue, CellTiterGlo 48 h | actives 0.23% (n = 320,000);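 also: potency is read from the fitted curve at half-maximal effect; % of control where 0% means no effect; nearly all actives have a fitted effect of over 45% in size; temperature-sensitive fusion mutants such as fzo1-1 at 37 °C on non-fermentable ethanol glycerol medium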
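S. cerevisiae fusion-defective temperature-sensitive mutants (e.g. fzo1-1, mgm1-5) grown 48 h at 37C in YPEG (ethanol/glycerol non-fermentable) medium with 23 nl compound per well; growth rescue read as CellTiterGlo luminescence.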
Menin-MLL TR inh – inhibitors of human menin-MLL interaction, mutant MLL peptide. O00255. Menin + Texas Red MLL mutant peptide, fluorescence polarization. Potency, µM (top dose mostly 61.6 µM), for the others: at the highest dose FP activity change, negative = inhibition, actives largely listed as inhibitors. actives 0.23% (n = 270,000). AID 1768; active = well fitted inhibition curve with a large enough effect in the polarisation, with a control signal flat, not every such curve was filed as active; inconclusive = small, poorly fitted or top-dose-only effect, or effect the other way, or a change in a side signal; inactive = no such curve, though single readings can be large or run the other way; the % refers to the polarisation; also: potency is read from the fitted curve at half-maximal effect; % of control where 0% means no effect; many of its hits are not listed in these tables
MBNL1 CUG block – MBNL1-poly(CUG) RNA binding inhibition | Q9NR56 | TR-FRET MBNL1-His/biotin-(CUG)12 binding, 665/545 ratio | Potency, µM (doses to about 57.5 µM), for inactives: at the top dose activity change, negative = inhibition, hits mostly inhibitors | actives 0.036% (n = 280,000); active = well fitted inhibition curve with a large enough effect in the signal ratio, with a control signal flat, not every such curve was filed as active; inconclusive = small, poorly fitted or top-dose-only effect, or effect the other way, or a change in a side signal; inactive = no such curve, though single readings can be large or run the other way; the % refers to the signal ratio; also: potency is read from the fitted curve at half-maximal effect; % is scaled to controls: 0 for no effect and ±100 for the full control effect
Target sequence (Q9NR56 whole entry, looked up): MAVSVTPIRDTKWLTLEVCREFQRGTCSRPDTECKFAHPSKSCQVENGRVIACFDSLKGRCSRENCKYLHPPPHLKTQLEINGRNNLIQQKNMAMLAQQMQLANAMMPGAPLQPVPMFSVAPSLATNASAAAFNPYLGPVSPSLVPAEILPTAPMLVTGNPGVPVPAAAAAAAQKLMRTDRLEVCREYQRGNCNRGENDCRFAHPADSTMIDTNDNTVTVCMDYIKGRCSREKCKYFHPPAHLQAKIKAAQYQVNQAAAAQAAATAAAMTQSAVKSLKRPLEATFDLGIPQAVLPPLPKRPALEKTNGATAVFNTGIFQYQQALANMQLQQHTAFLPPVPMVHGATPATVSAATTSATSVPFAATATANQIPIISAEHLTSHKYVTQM
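TR-FRET between His-tagged MBNL1 and biotin-(CUG)12 RNA, detected with Tb anti-His antibody (0.055 ng/ul) and streptavidin-XL665 (5 nM), 60 min at room temperature. Compounds titrated 92 nM to 58 uM; 665/545 nm ratio normalized to buffer and complex controls.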
Eya2 phos inh – inhibitors of human Eya2 phosphatase activity; O00167; recombinant Eya2, OMFP fluorescence dephosphorylation (OMFP is methylfluorescein phosphate); Potency, µM (series often up to 76.9 µM), for inactives: top-dose activity, negative = inhibition, hits mostly inhibitors; actives 0.006% (n = 330,000); AID 488837; also: potency is read from the fitted curve at half-maximal effect; % is scaled to controls: 0 for no effect and ±100 for the full control effect
Target sequence (O00167 whole entry, looked up): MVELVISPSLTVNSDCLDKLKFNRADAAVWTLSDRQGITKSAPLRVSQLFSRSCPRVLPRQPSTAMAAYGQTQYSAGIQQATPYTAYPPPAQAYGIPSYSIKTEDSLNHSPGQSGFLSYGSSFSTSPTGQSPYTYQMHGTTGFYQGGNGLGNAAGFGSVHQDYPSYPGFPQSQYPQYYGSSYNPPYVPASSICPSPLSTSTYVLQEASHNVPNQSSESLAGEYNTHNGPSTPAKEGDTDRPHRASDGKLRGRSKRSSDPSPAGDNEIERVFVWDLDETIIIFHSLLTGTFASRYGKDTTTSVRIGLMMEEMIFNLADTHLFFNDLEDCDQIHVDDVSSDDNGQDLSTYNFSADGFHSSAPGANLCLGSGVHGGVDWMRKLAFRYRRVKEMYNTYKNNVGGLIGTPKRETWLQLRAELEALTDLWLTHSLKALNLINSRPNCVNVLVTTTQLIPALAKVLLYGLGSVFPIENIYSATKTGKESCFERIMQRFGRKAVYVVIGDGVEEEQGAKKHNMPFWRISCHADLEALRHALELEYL
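Eya2 protein (added as 0.2 uM solution) was preincubated with compound for 10 min at ambient temperature in 50 mM HEPES pH 7.5, 50 mM NaCl, 5 uM MgCl2, 0.05% BSA, 1 mM DTT. OMFP (added at 50 uM) then reacted 10 min; fluorescence read at 485/525 nm.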
GALK inh – inhibitors of human galactokinase; actives 0.007% (n = 270,000); P51570; Purified GALK, Kinase-Glo residual ATP luminescence; Potency, µM (doses to about 57.5 µM), for the others: at the highest dose activity change, negative = inhibition, actives largely listed as inhibitors; also: potency is read from the fitted curve at half-maximal effect; % is scaled to controls: 0 for no effect and ±100 for the full control effect
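Compounds were pin-transferred into ATP buffer (35 uM final), then GALK plus galactose (5 nM, 100 uM final) was added. After 1 h at room temperature, Kinase-Glo Plus was added and luminescence read after 10 min.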
TSHR antag – blocks TSH signaling through the human TSH receptor; P16473; TSHR-expressing cells, TSH-stimulated cAMP HTRF, 2 h; active compounds read low; activity change, negative = inhibition, % at 11.5 µM; actives 0.2% (n = 330,000);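 active = activity change below a set negative limit, meaning inhibition stronger than a set level, cut at about -70% in these data; inconclusive = activity change between two set negative limits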; also: % is scaled to controls: 0 for no effect and ±100 for the full control effect
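Inhibition of cAMP made by TSHR-expressing cells under TSH stimulation (4nM final, EC80; 2 h, 37 deg C) is quantified with a one-step lysis HTRF kit, anti-cAMP cryptate versus cAMP-d2.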
PKM2 activator – PKM2 (human) enzyme activation. purified PKM2, Kinase-Glo ATP luminescence, activation; response scale: 0% is enzyme alone, no compound. Potency, µM (highest dose often 57.5 µM), inactives show top-dose activation, hits mostly activators. actives 0.34% (n = 260,000); also: potency is read from the fitted curve at half-maximal effect; % is scaled to controls: 0 for no effect and ±100 for the full control effect; nearly all actives have a fitted effect of over 55% in size
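Kinase-Glo luminescence reports ATP generated from ADP (0.1 mM) and PEP (0.5 mM) by purified hPK-M2 after 1 h at room temperature, pH 7.2 imidazole buffer; intermediate enzyme activity allows detecting inhibitors and activators.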
ASM inhibitor – blocks human secretory acid sphingomyelinase; P17405; actives 0.006% (n = 340,000); placental ASM, HMU-PC fluorogenic substrate, 60 min; Potency, µM (top dose mostly 57.5 µM), inactives show at the top dose activity change, negative = inhibition, actives largely listed as inhibitors; AID 504937; also: potency is read from the fitted curve at half-maximal effect
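Human placenta-derived ASM preincubated with compound 10 min at room temperature, then reacted with 9 uM (final) fluorogenic HMU-PC substrate for 60 min at 37 C. Stop solution raises pH to 10; fluorescence read at Ex 386/Em 447 nm.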
KCNH2 WT inh – blocks the wildtype human KCNH2 potassium channel | Q12809 | U2OS, BacMam KCNH2, thallium flux FluxOr; active compounds read low | activity change, % at 1.84 µM | actives 0.37% (n = 340,000) | AID 720551;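 active = maximum activity change below -70%; inconclusive = maximum activity change between -70% and -50%; inactive = maximum activity change above -50%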; also: % is scaled to controls: 0 for no effect and ±100 for the full control effect
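U2OS cells transduced with wild-type KCNH2 virus are loaded with FluxOr dye for 45 min, and thallium flux is measured in kinetic reads before and after stimulation buffer. Rate constants are normalized to DMSO controls.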
* marks the source's active call; other numbers are inactive results; i = inactive; ? = inconclusive; · = not tested or not shown; [ ] = dose if it differs, or a comment. Unless noted, calls follow the shape of the dose curve; as a rule, active = well fitted curve in the direction sought with a large enough effect; inconclusive = small, poorly fitted or top-dose-only effect, or another doubt; inactive = no such curve, though single readings can be large; an effect the other way counts as inactive or inconclusive. Only part of the results is shown (hit frequency here may not be typical).

#	Structure	GALK inh	Eya2 phos inh	USP2a inh	ASM inhibitor	Chronic BCR inh	PKM2 activator	Mito fusion act	MBNL1 CUG block	KCNH2 WT inh	Menin-MLL TR inh	TSHR antag
1	Cc1occc1C(=O)NNC(=O)c1ccccc1C(=O)O	6.1%	6.4%	2.2%	-0.3%	?	-15.9%	0.7%	5.0%	1.3	9.4%	1.5
2	CC1C2=C(CC(C)(C)CC2=O)NC2=C1C(=O)CC(C)(C)C2	0.8%	-8.6%	1.3%	i	5.3%	-5.4%	-3.9%	·	-2.0	-8.3%	8.3
3	O=C(NC1CCCN(c2ccc(C(F)(F)F)cn2)C1)c1cc(Cl)ccc1F (configuration not stated)	0.3%	-9.6%	-6.0%	-0.3%	2.7%	-2.4%	-3.3%	1.8%	-1.1	·	-3.9
4	CC[C@@]12C(=O)N(c3ccc(C)cc3)C(=O)N1[C@H](c1ccc(Br)cc1)[C@@H]1C(=O)N(C(C)(C)C)C(=O)[C@@H]12	·	-0.6%	-0.3%	-4.4%	8.4%	0.0%	8.0%	-9.5%	-11.8	28.6%	-2.0
5	CCc1ccc([C@@H]2CC=C(C(=O)O)[C@H](c3ccc(Cl)cc3)N2S(=O)(=O)c2ccc(C)cc2)cc1	·	-21.6%	-10.8%	?	15.3%	·	-13.9%	·	-27.6	·	9.8
6	CC(=O)Nc1ccc2[nH]c3ccccc3c2c1	0.3%	2.9%	2.6%	2.5%	-7.7%	5.2%	1.7%	2.2%	-11.8	-7.5%	-5.0
7	C=CCNC(=O)c1cc2c(=O)c3ccccc3oc2nc1C	-0.4%	-1.6%	1.3%	-1.0%	?	-9.0%	-1.0%	13.2%	-0.7	22.0%	2.4
8	Cc1c(C)n(C)c2ccc(C(=O)NCCCN(C)C3CCCCC3)cc12	-1.1%	-7.8%	-0.9%	1.4%	-13.8%	7.9%	-25.7%	-13.8%	-3.4	-4.3%	6.6
9	COc1ccc(-c2oc3ccccc3c2C#CC(C)(C)O)cc1	·	-25.3%	-15.2%	-5.3%	?	·	?	·	10.9	·	14.2
10	COc1cc(NC(=O)c2ccc(S(=O)(=O)N(C)C)cc2)cc(OC)c1OC	13.2%	3.5%	1.6%	-2.3%	-6.4%	5.7%	1.4%	-4.8%	3.6	13.2%	-8.1
11	O=S(=O)(Nc1ccc2c(c1)OCCO2)c1ccc(Br)s1	-4.7%	-4.6%	3.2%	0.0%	0.8%	0.2%	7.2%	10.8%	13.2	12.1%	-2.5
12	CCOC(=O)C1=NNC2(c3ccc(Cl)cc3)C(=O)N(c3cc(C)cc(C)c3)C(=O)C12 (configuration not stated)	-1.8%	8.2%	0.0%	-5.3%	5.8%	-1.2%	5.2%	-8.1%	11.3	19.2%	-23.0
13	C/C(=N\NC(=O)c1cc(O)ccc1O)c1cccc(NC(=O)c2ccc(Cl)cc2)c1	-7.1%	-5.3%	-1.5%	-14.4%	?	7.5%	-2.8%	15.6%	-5.1	·	-20.5
14	Cc1cc(C)n2c(SCC(=O)N(C)C3CCS(=O)(=O)C3)nnc2n1 (configuration not stated)	0.7%	1.3%	0.4%	-0.8%	-13.7%	-9.7%	-0.8%	1.7%	-10.7	-14.7%	17.4
15	Cc1cccc(-c2n[nH]c(=S)n2C)c1	10.3%	0.1%	-1.3%	9.5%	-10.4%	·	-8.9%	-10.1%	-24.6	-0.5%	-3.8
16	Cc1cccc(NC(=O)CCC(=O)N/N=C/c2ccncc2)c1	·	-2.4%	1.3%	5.2%	-0.7%	7.3%	-1.7%	10.1%	-6.7	-7.8%	0.6
17	O=C(CCl)Nc1cc(S(=O)(=O)N2CCOCC2)ccc1N1CCOCC1	-1.6%	-25.0%	1.6%	1.2%	-4.1%	-0.8%	-0.7%	-4.7%	-3.7	?	-7.4
18	CCOC(=O)NN1C(=O)c2ccccc2NC1c1ccccc1F (configuration not stated)	-0.5%	12.4%	8.0%	160.4%[activator]	11.4%	0.2%	21.4%	-2.3%	-6.2	-0.9%	9.0
19	O=C(Cc1ccc(NC2=NC3CS(=O)(=O)CC3S2)cc1)N1CCN(c2ccc(F)cc2)CC1 (configuration not stated)	·	8.1%	-0.1%	7.3%	-7.6%	-4.4%	-0.2%	-4.7%	3.8	1.8%	14.1
20	COc1ccc(S(=O)(=O)N(C)CC(=O)Nc2ccccc2C(F)(F)F)cc1OC	-2.3%	8.5%	1.5%	2.0%	2.1%	-2.1%	1.0%	-7.5%	-3.7	-14.7%	-1.1
21	Cc1ccccc1Nc1nc(N)nc(CSCc2c(C)noc2C)n1	-3.0%	-19.9%	-0.5%	3.2%	?	3.0%	1.1%	-3.4%	2.3	15.3%	-0.9
22	CCCCCCCCCCOC(=O)c1csc2nnsc12	-3.2%	0.3%	-1.3%	-2.1%	-6.2%	-2.1%	0.5%	-1.6%	6.2	-6.0%	-9.8
23	CC(C)OCCCNC(=O)CCSc1ccc(Cl)cc1	0.8%	8.0%	0.4%	3.9%	?	-1.3%	-0.1%	-3.5%	-3.8	3.8%	11.4
24	CC1(C)Cc2c(sc3c2C2=NCCN2C=N3)CO1	0.1%	·	·	29.2%	·	7.4%	-1.4%	0.8%	5.2	21.8%	·
25	O=C(Nc1cc(Br)ccc1O)C1CC(c2c(F)cccc2Cl)=NO1 (configuration not stated)	-0.5%	-20.0%	-1.1%	-9.1%	?	-15.5%	-7.0%	3.4%	-10.5	?	-19.4
26	COC(c1ccccc1)c1nnc(CCC(=O)N2CCCCCCC2)o1 (configuration not stated)	9.9%	2.6%	-3.7%	2.5%	?	-0.8%	3.3%	-3.2%	-2.6	10.3%	-2.4
27	CCOC(=O)C1CCN(Cc2oc(CO)cc(=O)c2O)CC1	1.4%	-14.8%	-0.3%	-0.6%	-3.6%	-9.4%	-2.1%	-3.8%	-13.4	14.3%	-15.2
28	COc1ccc(S(=O)(=O)N2CCC(C(=O)NCCN3CCOCC3)CC2)cc1C	9.5%	5.7%	0.8%	1.1%	2.2%	-9.5%	-10.4%	-4.9%	-2.5	16.3%	-4.0
29	CN(C)C(CNC(=O)Cc1cccc(C(F)(F)F)c1)c1ccccc1 (configuration not stated)	-0.1%	3.7%	-0.4%	2.5%	2.3%	0.6%	-5.1%	0.6%	3.9	-8.7%	16.1
30	CC1CC(C)CN(C(=O)COC(=O)c2ccc3c(c2)OCCO3)C1 (configuration not stated)	·	1.4%	1.9%	-0.9%	2.4%	·	·	·	-20.5	·	-10.3
31	Cc1cc(=O)oc2c3c(cc(OCC(=O)N4CCC(C(=O)O)CC4)c12)OC(C)(C)CC3	·	-21.0%	1.0%	84.5%[activator]	-7.4%	3.1%	0.8%	6.6%	0.2	0.1%	1.3
32	O=C(NCCO)/C(=C\c1cccs1)NC(=O)c1cccs1	0.9%	-2.6%	1.2%	7.4%	-5.5%	-13.2%	4.8%	10.4%	-5.9	-7.3%	24.1

2 entries from above in a different format:
(24) CC1(C)Cc2c(sc3c2C2=NCCN2C=N3)CO1
  GALK inh: 0.1%
  Eya2 phos inh: ·
  USP2a inh: ·
  ASM inhibitor: 29.2%
  Chronic BCR inh: ·
  PKM2 activator: 7.4%
  Mito fusion act: -1.4%
  MBNL1 CUG block: 0.8%
  KCNH2 WT inh: 5.2
  Menin-MLL TR inh: 21.8%
  TSHR antag: ·

(1) Cc1occc1C(=O)NNC(=O)c1ccccc1C(=O)O
  GALK inh: 6.1%
  Eya2 phos inh: 6.4%
  USP2a inh: 2.2%
  ASM inhibitor: -0.3%
  Chronic BCR inh: ?
  PKM2 activator: -15.9%
  Mito fusion act: 0.7%
  MBNL1 CUG block: 5.0%
  KCNH2 WT inh: 1.3
  Menin-MLL TR inh: 9.4%
  TSHR antag: 1.5
